CRFR2-BP ag – agonists of human CRF-binding protein/CRF-R2 receptor complex | AID 588473 | HEK293 CRF-R2/CRF-BP, calcium dye fluorescence (FLIPR); percent of saturating CRF peptide response | activation, % at 13.2 µM | 350,000 compounds, 0.46% hits;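 active = activation of at least 50%, plus an integration ratio under a set limit after plate pattern correction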;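 also: plate controls were neutral control wells without compound for no effect and CRF at EC100 for full effect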
M5 ag – agonists of human muscarinic M5 receptor (CHRM5); P08912; CHO-K1 hM5 cells, Fluo-8 calcium fluorescence; 0% DMSO wells, 100% maximal acetylcholine response; activation, % at 3 µM; 360,000 compounds, 0.19% hits; AID 624037;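 active = activation above the run's mean over test compounds plus 3 SD, cut at about 23% in these data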;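 also: signal is peak over basal fluorescence ratio across the kinetic read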
CHRM1 PAM – positive allosteric modulators of human M1 muscarinic receptor; CHO-K1 hM1, Fluo-8 calcium fluorescence, ACh EC20; 0% = ACh EC20, 100% = maximal ACh; activation, % at 3 µM; 360,000 compounds, 0.088% hits; in the data active = activation above about 19%, passing the limit was not always enough
Target sequence (P11229 whole entry, looked up): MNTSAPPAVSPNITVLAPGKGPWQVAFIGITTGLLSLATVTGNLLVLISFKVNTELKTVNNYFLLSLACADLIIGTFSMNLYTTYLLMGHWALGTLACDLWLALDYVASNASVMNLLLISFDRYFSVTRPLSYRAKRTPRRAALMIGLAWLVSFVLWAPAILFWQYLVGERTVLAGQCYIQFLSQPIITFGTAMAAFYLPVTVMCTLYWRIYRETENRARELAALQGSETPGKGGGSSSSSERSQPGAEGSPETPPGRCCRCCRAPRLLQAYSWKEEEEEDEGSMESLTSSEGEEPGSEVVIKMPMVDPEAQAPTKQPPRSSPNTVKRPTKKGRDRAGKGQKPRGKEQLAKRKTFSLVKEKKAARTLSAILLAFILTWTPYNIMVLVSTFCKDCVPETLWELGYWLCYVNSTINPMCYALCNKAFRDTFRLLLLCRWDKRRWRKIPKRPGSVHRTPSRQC
CHRM4 PAM – potentiates acetylcholine response at human M4 receptor; P08173; CHO-K1 hM4/Gqi5, Fluo-8 calcium fluorescence, ACh EC20; 0% = ACh EC20, 100% = maximal ACh; activation, % at 3 µM; 360,000 compounds, 0.4% hits; AID 624126;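 active = activation above its plate's cutoff, the mean activation of sample wells plus 3 SD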; also: some results filed as inactive read as strong as hits
Target sequence (P08173 whole entry, looked up): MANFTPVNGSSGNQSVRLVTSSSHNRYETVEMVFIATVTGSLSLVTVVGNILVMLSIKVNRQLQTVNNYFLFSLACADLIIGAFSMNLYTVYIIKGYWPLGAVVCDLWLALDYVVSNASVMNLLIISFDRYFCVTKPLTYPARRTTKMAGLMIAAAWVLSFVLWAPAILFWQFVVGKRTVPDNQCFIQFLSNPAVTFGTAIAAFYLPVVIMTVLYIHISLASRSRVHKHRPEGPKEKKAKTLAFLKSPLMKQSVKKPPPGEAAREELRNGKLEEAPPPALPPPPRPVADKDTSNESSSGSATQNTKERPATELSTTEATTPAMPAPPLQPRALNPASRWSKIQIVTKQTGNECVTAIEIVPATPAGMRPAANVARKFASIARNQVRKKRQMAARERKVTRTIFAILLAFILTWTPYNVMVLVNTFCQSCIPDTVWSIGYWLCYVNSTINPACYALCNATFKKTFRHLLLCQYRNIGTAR
M4 antag – CHRM4 antagonism in calcium assay. P08173. CHO-hM4 cells, ACh EC80, Fluo-8 calcium fluorescence. inhibition, % at 3 µM. 360,000 compounds, 0.73% hits;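 active = inhibition above its plate's cutoff, the mean inhibition of sample wells plus 3 SD, cut at about 27% in these data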;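 also: 0% = acetylcholine EC80 with DMSO and 100% = DMSO without agonist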
CHRM4 agonist – CHRM4 agonism in calcium assay; P08173; AID 624127; activation, % at 3 µM; CHO-K1 hM4/Gqi5, Fluo-8 calcium fluorescence; vehicle 0%, full acetylcholine response 100%; 360,000 compounds, 0.14% hits;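 active = activation above the run mean over all test wells plus 3 SD, cut at about 32% in these data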;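 also: peak over basal fluorescence ratio per well then scaled between controls; 0% = DMSO wells and 100% = acetylcholine at EC100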
CHRM1 antagonist – antagonists of human M1 muscarinic receptor. inhibition, % at 3 µM. P11229. 360,000 compounds, 1.3% hits. CHO-K1 hM1, Fluo-8 calcium fluorescence, ACh EC80 antagonist;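 active = percent inhibition above its own plate's cutoff, namely the mean of that plate's compound wells plus 3 SD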;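 also: peak over basal fluorescence ratio during 140 s after agonist addition; 0% = ACh EC80 plus DMSO and 100% = DMSO alone without agonist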
M5 antag – antagonists of human muscarinic M5 receptor (CHRM5); inhibition, % at 3 µM; P08912; CHO-hM5 cells, Fluo-8 calcium fluorescence, ACh EC80; 360,000 compounds, 0.59% hits;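 active = inhibition above a per-plate cutoff, the mean of that plate's test compounds plus 3 SD, cut at about 27% in these data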;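 also: 0% = acetylcholine EC80 with DMSO and 100% = DMSO without agonist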
M5 PAM – CHRM5 positive allosteric modulation | P08912 | CHO-K1 hM5, Fluo-8 calcium, ACh EC20 PAM; 0% = ACh EC20, 100% = ACh EC100 | activation, % at 3 µM | 360,000 compounds, 0.3% hits;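 active = activation above the run cutoff, the mean activation of all test compounds plus 3 SD, cut at about 18% in these data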
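Replicates: One well per compound, no replicates | System: Human M5 receptor in CHO-K1 cells | Benchmarks: Low control EC20 acetylcholine (0%), high control EC100 acetylcholine (100%) | Probe or stimulus: Acetylcholine, EC20 level | Times: Fluo-8 loading 80 min at 37 °C plus 30 min room temperature | Signal: Intracellular calcium via Fluo-8 fluorescence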
Starred values were filed as active, the others as inactive; / = no result given.

Second line of a record: CRFR2-BP ag	M5 ag	CHRM1 PAM	CHRM4 PAM	M4 antag	CHRM4 agonist	CHRM1 antagonist	M5 antag	M5 PAM
CCOC(=O)c1sc(NC(=O)Nc2ccccc2F)nc1C
  -1.9	1	-8	-2	-2	1	15	5	-6
Cc1cc(C)n2c(SCCN3C(=O)c4ccccc4C3=O)nnc2n1
  2.6	0	2	-1	-8	1	-11	4	-4
CCCCN1C(=O)C(CC(=O)NCCN2CCOCC2)CC(C(=O)N(C)C)=C1C (stereo not drawn)
  3.0	2	0	2	-6	1	-10	8	-2
COCC(C)NC(=O)c1cc(-c2ccccc2OC)on1 (stereo not drawn)
  -1.5	-1	-2	8	-2	-1	7	0	-3
COCCCN1CC(=O)N2C(c3ccccc3)c3[nH]c4ccccc4c3C[C@H]2C1=O (stereo partly drawn)
  1.1	-4	3	5	-5	3	-9	6	-8
CN(C)C(=O)c1ccc(NC(=O)c2sccc2-c2ccccc2)cc1
  -0.5	-2	8	-1	-2	2	-4	5	-7
Cc1ccc(N(C(=O)c2csnn2)C(C(=O)NC(C)(C)C)c2cccs2)cc1 (stereo not drawn)
  -0.3	-5	-5	-2	-19	2	9	-9	-8
CCN(CC(=O)Nc1c(F)cccc1F)C(=O)COc1cccc2c1OC(C)(C)C2
  -1.7	-1	-2	4	-18	2	3	-1	12
Cc1ccc(C(=O)CSc2ccc(-c3ccncc3)nn2)cc1
  0.8	4	-1	-3	-6	5	-7	19	-6
NC(=O)CSc1nc2c(sc3ccccc32)c(=O)n1CCCN1CCOCC1
  -0.1	-1	-2	-4	8	1	11	-1	1
O=C(CNC(=O)c1ccccc1F)OC(C(=O)Nc1cc(C(F)(F)F)ccc1Cl)c1ccccc1 (stereo not drawn)
  0.3	-4	-5	2	-8	-2	0	2	-1
COc1ccc(CC(N)c2csc(NC(=O)Nc3ccccc3-c3ccccc3)n2)cc1 (stereo not drawn)
  /	1	-4	-6	22	19	5	15	-7
CC(O)(c1ccccc1)c1nc(-c2cccc(C(=O)O)c2)cs1 (stereo not drawn)
  /	1	10	2	-11	2	-14	5	-5
CCOC(=O)c1sc2nccc(N(C)C)c2c1N=CNOC
  -0.5	-7	-2	-1	0	2	-2	13	-3
O=C(NCCCN1CCOCC1)C(=O)NCc1ccccc1Cl
  0.6	-1	-4	4	-3	1	4	11	2
CC(C)c1onc(C(=O)NC2CCCC2)c1[N+](=O)[O-]
  -1.2	-2	-5	7	4	1	8	3	1
CC(C(=O)Nc1ccc(F)c(F)c1F)N(C)CC(=O)Nc1ccccc1Br (stereo not drawn)
  1.9	1	8	1	3	4	2	-5	0
C/C(=N\NC(=O)Cc1c(C)[nH][nH]c1=O)c1ccc(Cl)c(Cl)c1
  -4.2	2	11	7	2	1	-15	-5	5
COC(=O)c1c(NC(=O)c2ccccc2N(C)S(=O)(=O)c2ccccc2)sc2c1CCCC2
  2.6	-1	2	-1	3	0	9	6	-1
COc1ccc(/C=C/C(=O)OCC(=O)NC2CCCC(C)C2C)cc1S(=O)(=O)N1CCOCC1 (stereo not drawn)
  -0.7	0	10	4	0	2	-10	8	-3
CN(CC(=O)Nc1cccc(F)c1)CC(=O)N1CCCCC1
  -2.3	0	4	-1	2	2	-5	-2	12
CCOC(=O)[C@]12CCCC=C1N(Cc1ccc3c(c1)OCO3)C(=O)[C@H](CC(=O)NCC13CC4CC(CC(C4)C1)C3)C2
  /	1	/	-7	-5	-1	/	-10	-5
CC(C)=CC(=O)Nc1ccccc1Br
  2.6	1	0	5	7	0	-4	9	-5
CCn1c(=O)cc(SCC(=O)N2CCN(c3ccccc3OC)CC2)c2ccccc21
  -0.2	6	-5	-7	8	11	7	2	-17
COc1ccc(NC(=O)CSc2nc(=O)n(CCN(C)C)c3c2CCCC3)cc1OC
  1.4	-1	-1	7	-7	0	11	-2	1
CCSc1cc(C)nc2c(-c3ccccc3)cnn12
  -0.4	-6	1	4	-6	1	-3	14	-6
COCc1c(C(=O)N/N=C(\C)c2ccc(Cl)s2)nnn1-c1nonc1N
  5.5	1	7	7	0	2	-7	-12	6
O=S(=O)(c1ccccc1)c1nc(-c2cccc(Cl)c2)oc1N1CCOCC1
  -0.7	0	12	4	-6	1	-9	-16	9
COc1ccc(C(=O)OCC(=O)NCCCc2ccccc2)c(OC)c1
  -1.1	-2	6	-4	11	3	-10	9	-5
O=C(Nn1c(SCc2ccc(F)cc2)nc2ccsc2c1=O)c1ccccc1
  5.0	-6	2	0	7	0	8	8	-12
COc1cc(/C=N/OCC(=O)NC23CC4CC(CC(C4)C2)C3)ccc1OCc1ccccc1
  5.3	-1	-7	-10	2	0	13	12	3
COc1ccccc1C#CC1=CC(=O)C[C@H](c2ccc(F)cc2)C1
  8.2	-2	-13	-10	-12	-2	6	-3	-4
Cn1c(SCC(=O)Nc2nccs2)nnc1-c1cccnc1
  5.4	-3	12	15	-3	1	-12	-6	8
CN(/N=C/C=C/c1ccccc1)c1cc(=O)n(C)c(=O)[nH]1
  -1.0	0	7	-7	12	1	-8	-3	1
COc1cccc(C2NC(c3cccc(OC)c3O)C(C)C(=O)C2C)c1O (stereo not drawn)
  -1.0	1	-2	0	-7	12	-2	1	-8
CC(C)(C)S(=O)(=O)/C(C#N)=N/Nc1ccc(Cl)cc1
  47	9	1	-4	-3	12	6	6	-9
O=C(CN1C(=O)c2ccccc2C1=O)OCCOCCN=C1NS(=O)(=O)c2ccccc21
  0.7	3	1	2	-18	1	5	7	-4
O=C(NCCc1ccc(Cl)cc1)C1CCC(=O)N1Cc1ccccc1Cl (stereo not drawn)
  -1.5	0	7	-2	-1	2	-9	-3	5
CCc1c(C)c(C#N)c2nc3ccccc3n2c1NC
  -11	-3	7	1	-4	-1	-3	8	3
O=C(NCc1ccc(OC(F)(F)F)cc1)C1CC(c2ccccc2C(F)(F)F)=NO1 (stereo not drawn)
  -1.3	-3	3	2	5	0	8	13	-3
CCCCOC(=O)CCNc1n[nH]c(=O)[nH]c1=O
  -0.7	-1	10	11	4	0	-14	-2	3
O=C(CNC(=O)c1ccco1)NNC(=O)c1ccc(Br)cc1
  0.5	1	1	4	7	0	-3	4	2
CCC1(C)NC(=O)N(/N=C/c2ccc(C)s2)C1=O (stereo not drawn)
  -0.5	-1	7	2	1	1	-16	22	-7
COc1ccccc1N1CCN(C(=O)CN2C(=O)c3ccccc3S2(=O)=O)CC1
  -0.3	1	-2	-15	0	1	6	0	4
CC(OC(=O)C1CCN(S(=O)(=O)c2ccc(C(C)(C)C)cc2)CC1)C(=O)N(C)C1CCCCC1 (stereo not drawn)
  -0.2	3	8	7	-10	5	-10	-2	3
COc1ccccc1S(=O)(=O)N(C)C[C@@H]1OCc2cn(nn2)CCCC(=O)N([C@@H](C)CO)C[C@H]1C
  -1.2	1	11	6	-7	1	-12	2	-3
COc1ccccc1NC(=O)CCC(=O)Nc1cc(OC)c(NC(=O)c2cccs2)cc1OC
  -0.4	1	2	-2	1	8	-6	7	-4
COc1ccc(C(C(=O)NC(C)(C)C)N(Cc2ccco2)C(=O)CCC(=O)Nc2cc(C)on2)cc1 (stereo not drawn)
  -3.1	0	1	7	-4	-1	12	-6	2
O=C(c1ccc(-c2ccccc2)cc1)N1CCN(c2ccccn2)CC1
  1.0	-3	-1	-6	6	1	1	-1	-10
Cc1ccc(/C=N/n2cnnc2)s1
  -1.0	1	15	16	2	2	-6	-3	7
CCCn1nc([N+](=O)[O-])c(C(C#N)c2nc3ccccc3s2)c(Cl)c1=O (stereo not drawn)
  46	8	-9	-4	8	10	16	20	-12
CC(=O)c1ccc(S(=O)(=O)N2CCN(c3ccccc3F)CC2)cc1
  -0.9	2	3	-2	5	4	0	-4	1
COc1ccc(N2CCN(C(=O)c3ccc(CS(=O)(=O)c4ccc(Br)cc4)o3)CC2)cc1
  -3.1	-2	2	1	-14	1	-5	-5	0
O=C1NN=C2CCCCCC12 (stereo not drawn)
  0.9	0	6	4	-9	0	0	-1	-3
CCOC(=O)C1=CCC(c2cc3ccc(OC)cc3n2C(=O)OC(C)(C)C)NC1 (stereo not drawn)
  /	-4	/	-5	0	4	/	10	-6
CC(C)(CNS(=O)(=O)c1ccc2ccccc2c1)N1CCOCC1
  2.4	-4	6	7	-21	2	-8	3	-5
O=C(NC1CCCCCC1)c1cc2n(n1)C(C(F)(F)F)CC(c1ccco1)N2 (stereo not drawn)
  9.8	1	2	-2	0	1	-4	-2	-1
O=C(Cc1ccc([N+](=O)[O-])cc1)Nc1cccc(C(=O)N2CCCC2)c1
  2.4	1	2	-2	5	2	6	20	-11
CCCCOc1ccc(/C=C/C(=O)OCC(=O)N2CC(=O)Nc3ccccc32)cc1OCC
  -0.3	-2	-7	8	-10	1	4	-2	-3
COc1cc(CCC(=O)OCC(=O)c2ccc[nH]2)cc(OC)c1OC
  0.1	5	3	2	-1	1	-1	-5	-2

Given in markdown: entries from further up
| SMILES | CRFR2-BP ag | M5 ag | CHRM1 PAM | CHRM4 PAM | M4 antag | CHRM4 agonist | CHRM1 antagonist | M5 antag | M5 PAM |
| --- | --- | --- | --- | --- | --- | --- | --- | --- | --- |
| COc1ccc(N2CCN(C(=O)c3ccc(CS(=O)(=O)c4ccc(Br)cc4)o3)CC2)cc1 | -3.1 | -2 | 2 | 1 | -14 | 1 | -5 | -5 | 0 |
| COc1ccc(C(C(=O)NC(C)(C)C)N(Cc2ccco2)C(=O)CCC(=O)Nc2cc(C)on2)cc1 (stereo not drawn) | -3.1 | 0 | 1 | 7 | -4 | -1 | 12 | -6 | 2 |
| COc1cc(CCC(=O)OCC(=O)c2ccc[nH]2)cc(OC)c1OC | 0.1 | 5 | 3 | 2 | -1 | 1 | -1 | -5 | -2 |

Next structures:
Second line of a record: CRFR2-BP ag	M5 ag	CHRM1 PAM	CHRM4 PAM	M4 antag	CHRM4 agonist	CHRM1 antagonist	M5 antag	M5 PAM
Cc1ccc(-n2ccc(-c3nn(-c4ccccc4)ccc3=O)n2)cc1
  -0.4	-3	7	1	6	1	0	-4	-4
COC(=O)C1=C(C(=O)OC)[C@@H]2N(C)c3ccccc3[C@@]23C[C@@H](C(=O)OC)N(C(=O)CC(C)C)C3=N1
  0.0	-2	-1	7	-14	3	-5	10	-6
NC(=O)c1cc([N+](=O)[O-])ccc1NCc1ccc(N)cc1
  -3.0	-1	2	2	-4	3	-2	7	2
O=C(CC(c1ccccc1)c1ccccc1)Nc1nn[nH]n1
  -0.8	2	6	4	-6	1	-1	0	1
O=[N+]([O-])c1cc2c(c(CSc3nnc4ccccn34)c1)OCOC2
  -0.5	0	4	3	-7	1	-7	1	2
CC(=NC(C)C)C1=C(O)CCC1=O
  -2.0	0	7	6	-9	0	-8	1	-3
CCC(Oc1ccccc1)C(=O)Nc1cc(Cl)ccc1-n1cncn1 (stereo not drawn)
  1.8	-4	2	1	-4	1	1	9	1
COC(=O)NNC(=O)/C=C/c1ccccc1
  1.6	-1	4	-2	-6	0	-6	9	-4
COc1ccc(Cl)cc1N(C)C(=O)CCc1nc(-c2ccc(C)cc2)no1
  1.3	-7	-5	-4	-7	2	-2	2	-6
Cc1ccccc1OCC(O)CNC1CCCC1 (stereo not drawn)
  3.0	-1	2	-3	6	3	-7	8	-2
COc1ccc(C2Nc3ccccc3C(=O)N2O)cc1OC (stereo not drawn)
  -1.0	0	-4	1	-1	1	12	3	-5

Assay outcomes (PubChem)
